Source: PubChem (National Center for Advancing Translational Sciences (NCATS))
Glioma ERSR ind – inducers of ER stress response in human glioma cells | AID 602332 | U87-MG GRP78 promoter luciferase reporter, 16 h | Potency, µM, for inactives: top-dose activation, most hits filed as activators | 420,000 tested, 0.02% active; active = well fitted activation curve with a large enough effect; note: series mostly up to about 76 µM; % of control where 0% means no effect; nearly all actives have a fitted effect of over 35% in size
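Stably transfected U87-MG glioma cells carrying a GRP78-based luciferase sensor; 16 h compound incubation. Luminescence end-point read 10 min after Bright-Glo addition at room temperature.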
The depositor's hits bear a star; & = joins results of further samples. Potency is the fitted concentration of half-maximal effect. These rows are one share of the data; rates above refer to the full screens.

> O=C(c1cccc(F)c1)N1CCC[C@@]2(CCN(c3cccc(-c4ccccc4)c3)C2)C1
  Glioma ERSR ind = -2%

> COC(=O)C/C=C\[C@H](C)[C@H](CO)NS(=O)(=O)c1ccc(C)cc1
  Glioma ERSR ind = -4%

> CC(C)C(NS(C)(=O)=O)c1nnc2n1CCN(Cc1cccc3ncccc13)CC2 (configuration not stated)
  Glioma ERSR ind = -3%

> COc1cc2c(C(=O)c3ccccc3)c3c4c(cc(OC)c(OC)c4c2cc1OC)CCN3C
  Glioma ERSR ind = -3%

> CCCCC/C=C\CC1OC1C/C=C\C/C=C\CCCC(=O)O (configuration not stated)
  Glioma ERSR ind = -3%

> COc1ccc(Oc2ncc3nc(-c4ccc(Cl)cc4)c(=O)n(CCC#N)c3n2)cc1
  Glioma ERSR ind = -3%

> COc1cc(OC)c(OC)cc1CN1CCCC(c2[nH]ncc2-c2cccc(C(F)(F)F)c2)C1 (configuration not stated)
  Glioma ERSR ind = -2%

> N#Cc1ccc(CN2CC[C@@]3(CCCN(C(=O)c4cccc(F)c4)C3)C2)cc1
  Glioma ERSR ind = -4%

> CNC1C(O)[C@@H]2OC(O[C@@H]3C(O)C(O)C(N)C[C@H]3N)C(N)C[C@H]2O[C@H]1O[C@@H]1OC(CO)C(N)C(O)C1O (some centres not stated)
  Glioma ERSR ind = -4%

> N#Cc1cccc(-c2cncnc2NCCc2cnc[nH]2)c1
  Glioma ERSR ind = -4%

> COc1ccc2cccc(N3CCN(CCNC(=O)c4ccc(F)cc4)CC3)c2c1
  Glioma ERSR ind = 2%

> COCC(C)NCc1cc2ccc(OC)cc2nc1N1CCN(c2ccc(F)cc2)CC1 (configuration not stated)
  Glioma ERSR ind = -8%

> Cc1cc(CNC(=O)c2cnn(-c3ncc4c(n3)-c3ccccc3CC4)c2C2CC2)on1
  Glioma ERSR ind = 9%

> C=C1C(=O)[C@]23[C@H](O)[C@H]1CC[C@H]2[C@@]12COC3(O)[C@H](O)[C@@H]1C(C)(C)CC[C@@H]2O
  Glioma ERSR ind = -12%

> CN(C)C(=O)c1ccc(-c2nc(Nc3ccccc3)c3ccccc3n2)cc1
  Glioma ERSR ind = 3%

> N#CCCn1c(=O)cnc2cnc(Oc3cccc(Cl)c3)nc21
  Glioma ERSR ind = -2%

> Cc1noc(C)c1C(=O)N1CCC[C@@]2(CCN(C(=O)Nc3cccc(F)c3)C2)C1
  Glioma ERSR ind = -6%

> COc1ccc(C(=O)N2CCC3(CC2)CN(c2ccccc2)C3)cc1
  Glioma ERSR ind = -3%

> COc1ccccc1CNc1nc(-c2ccc3c(c2)OCO3)nc2ccccc12
  Glioma ERSR ind = -2%

> CS(=O)(=O)Nc1ccc([N+](=O)[O-])cc1OC1CCCCC1
  Glioma ERSR ind = -1%&-3%

> COc1ccc(NC(=O)N2CCCC3(CCN(C(C)=O)CC3)C2)cc1
  Glioma ERSR ind = -4%

> O=C1c2ccccc2CC[C@H]1CNCCc1ccc(O)cc1
  Glioma ERSR ind = -12%

> Cc1ccc2[nH]c(C(=O)NCc3nc(-c4cccc(NC(=O)c5cc(C)oc5C)c4)oc3C)cc2c1
  Glioma ERSR ind = -4%

> Cc1ccc(C(C)C)n1C(=O)OC(C)(C)C
  Glioma ERSR ind = -4%

> Cc1c(C(=O)N2CCCC2)sc2ncnc(NCCCN3CCOCC3)c12
  Glioma ERSR ind = -6%

> N[C@]1(C(=O)O)CCc2cc(C(=O)O)ccc21
  Glioma ERSR ind = -5%

> CCOC(=O)C1=C(N)Oc2ccc(Br)cc2[C@@H]1[C@@H](C#N)C(=O)OCC
  Glioma ERSR ind = -10%

> CCCCCCCCCCCCCCCCCCCCCCO
  Glioma ERSR ind = 8%&-3%

> COc1ccc(-c2nc3cc(C)ccc3cc2CN(C(=O)c2csc(C)n2)C2CC2)cc1OC
  Glioma ERSR ind = 1%

> COc1cccc(C(=O)N2CCc3c(C(=O)NC(C)c4ccco4)c(OC)cc(=O)n3CC2)c1OC (configuration not stated)
  Glioma ERSR ind = -3%

Reformatted in markdown: entries from further up
| canonical_smiles | Glioma ERSR ind |
| --- | --- |
| N#Cc1ccc(CN2CC[C@@]3(CCCN(C(=O)c4cccc(F)c4)C3)C2)cc1 | -4% |
| CNC1C(O)[C@@H]2OC(O[C@@H]3C(O)C(O)C(N)C[C@H]3N)C(N)C[C@H]2O[C@H]1O[C@@H]1OC(CO)C(N)C(O)C1O (some centres not stated) | -4% |
| N#Cc1cccc(-c2cncnc2NCCc2cnc[nH]2)c1 | -4% |
| COc1ccc2cccc(N3CCN(CCNC(=O)c4ccc(F)cc4)CC3)c2c1 | 2% |
| COCC(C)NCc1cc2ccc(OC)cc2nc1N1CCN(c2ccc(F)cc2)CC1 (configuration not stated) | -8% |
| Cc1cc(CNC(=O)c2cnn(-c3ncc4c(n3)-c3ccccc3CC4)c2C2CC2)on1 | 9% |
| C=C1C(=O)[C@]23[C@H](O)[C@H]1CC[C@H]2[C@@]12COC3(O)[C@H](O)[C@@H]1C(C)(C)CC[C@@H]2O | -12% |
| CN(C)C(=O)c1ccc(-c2nc(Nc3ccccc3)c3ccccc3n2)cc1 | 3% |
| N#CCCn1c(=O)cnc2cnc(Oc3cccc(Cl)c3)nc21 | -2% |
| Cc1noc(C)c1C(=O)N1CCC[C@@]2(CCN(C(=O)Nc3cccc(F)c3)C2)C1 | -6% |
| COc1ccc(C(=O)N2CCC3(CC2)CN(c2ccccc2)C3)cc1 | -3% |
| COc1ccccc1CNc1nc(-c2ccc3c(c2)OCO3)nc2ccccc12 | -2% |
| CS(=O)(=O)Nc1ccc([N+](=O)[O-])cc1OC1CCCCC1 | -1%&-3% |
| COc1ccc(NC(=O)N2CCCC3(CCN(C(C)=O)CC3)C2)cc1 | -4% |
| O=C1c2ccccc2CC[C@H]1CNCCc1ccc(O)cc1 | -12% |
| Cc1ccc2[nH]c(C(=O)NCc3nc(-c4cccc(NC(=O)c5cc(C)oc5C)c4)oc3C)cc2c1 | -4% |
| Cc1ccc(C(C)C)n1C(=O)OC(C)(C)C | -4% |
| Cc1c(C(=O)N2CCCC2)sc2ncnc(NCCCN3CCOCC3)c12 | -6% |
| N[C@]1(C(=O)O)CCc2cc(C(=O)O)ccc21 | -5% |
| CCOC(=O)C1=C(N)Oc2ccc(Br)cc2[C@@H]1[C@@H](C#N)C(=O)OCC | -10% |

Continuation:
> CN1CCN(c2ncc3nc(-c4cn(C)c5ccccc45)c(=O)n(CCC#N)c3n2)CC1
  Glioma ERSR ind = -5%

> C=CCC1C=CC(Oc2ccc(F)cc2C)C(CO)O1 (configuration not stated)
  Glioma ERSR ind = 2%

> COc1ccccc1C(=O)N[C@@H]1c2ccccc2C2(CCN(C(=O)c3ccnn3C)CC2)[C@H]1OC
  Glioma ERSR ind = 0%

> COc1ccc(Oc2ncc3nc(-c4cn(C)c5ccccc45)c(=O)n(C)c3n2)cc1
  Glioma ERSR ind = -3%

> Oc1ccc(Cl)c2c1CCC2
  Glioma ERSR ind = -3%

> CC(=O)OC1CC(OC(C)=O)[C@]2(C)C(CC(O)[C@]3(C)C2CC[C@@]2(C)C(c4ccoc4)OC(=O)C4O[C@]432)C1(C)C (some centres not stated)
  Glioma ERSR ind = -1%

> CC(N)(C(=O)O)c1cccc(CC(=O)O)c1 (configuration not stated)
  Glioma ERSR ind = -1%

> CSc1nnc(CCNC(=O)c2ccccc2C(F)(F)F)n1-c1ccc(F)cc1
  Glioma ERSR ind = -3%

> Cc1cccc(CNc2nc(-c3c(C)noc3C)nc3ccccc23)c1
  Glioma ERSR ind = -3%

> N[C@H](Cc1cnc[nH]1)C(=O)O
  Glioma ERSR ind = 0%&2%

> OCCN1CCN(Cc2ccc3c(c2)CN(Cc2cccc4ncccc24)CCO3)CC1
  Glioma ERSR ind = -1%

> COc1ccc2oc(-c3ccc(O)cc3)cc(=O)c2c1
  Glioma ERSR ind = -10%

> CCNC(=O)c1cc(NC(=O)COC)cc2nc(-c3ccncc3)n(C)c12
  Glioma ERSR ind = 0%

> C#CC1(OC(C)=O)CCC2C3CCC4=CC(OC(C)=O)CCC4C3CCC21C (configuration not stated)
  Glioma ERSR ind = -2%

> COc1ccc(C(=O)NCCN2Cc3cc(C)ccc3OC(C)C2)c(OC)n1 (configuration not stated)
  Glioma ERSR ind = -4%

> Cc1cc(C(=O)Nc2ccccc2-c2nc(CNC(=O)c3sc(C)nc3C)c(C)o2)c(C)o1
  Glioma ERSR ind = -5%

> NC[C@@H]1O[C@H](O[C@@H]2[C@H](O[C@@H]3O[C@H](CO)[C@@H](O)[C@@H]3O)[C@@H](O)[C@@H](N)C[C@H]2N)[C@@H](N)[C@H](O)[C@@H]1O
  Glioma ERSR ind = -1%

> Cn1cccc1C(=O)N1CCC[C@@]2(CCN(c3ccccn3)C2)C1
  Glioma ERSR ind = -2%

> COc1ccc(CNc2ncncc2-c2ccoc2)c(OC)c1
  Glioma ERSR ind = -1%

> CC#CC(=O)Nc1cc2c(Nc3ccc(F)c(Cl)c3)ncnc2cn1
  Glioma ERSR ind = -6%

> Nc1ncnc2c1nc(Br)n2[C@@H]1O[C@H]2COP(=O)(O)O[C@@H]2[C@@H]1O
  Glioma ERSR ind = -5%&-2%

> CC(=O)N1CCC[C@@]2(CCN(C(=O)Nc3cccc(C#N)c3)C2)C1
  Glioma ERSR ind = -3%

> CC(C)(O)CCC(O)[C@@](C)(O)C1CC[C@]2(O)C3=CC(=O)C4CC(O)C(O)C[C@]4(C)C3CC[C@]12C (some centres not stated)
  Glioma ERSR ind = -3%

> Cc1ccc(S(=O)(=O)N[C@H]2COC(=O)[C@@H](C)COC(=O)C/C=C\[C@H]2C)cc1
  Glioma ERSR ind = -4%

> C=CCNC1=C2C[C@@H](C)C[C@H](OC)[C@H](O)[C@@H](C)/C=C(\C)[C@H](OC(N)=O)[C@@H](OC)/C=C/C=C(\C)C(=O)NC(=CC1=O)C2=O
  Glioma ERSR ind = 7%

> CO/N=C(\C(=O)N[C@@H]1C(=O)N2C(C(=O)[O-])=C(C[n+]3cccc4c3CCCC4)CS[C@H]12)c1csc(N)n1
  Glioma ERSR ind = -3%

> CC(=O)OCC1OC(C#Cc2ccccc2)C=CC1O (configuration not stated)
  Glioma ERSR ind = -5%

> Cc1cc(C)nc(S[C@H]2C[C@@H](C(=O)N3CCN(c4ccccc4F)CC3)N(Cc3ccccc3C(F)(F)F)C2)n1
  Glioma ERSR ind = 5%

> CC(=O)N1CCC[C@@]2(CCN(Cc3ccccc3)C2)C1
  Glioma ERSR ind = -2%

> CCCC[C@H](NC(=O)[C@H](CC(C)C)NC(=O)[C@@H](Cc1c[nH]c2ccccc12)NC(=O)[C@H](Cc1ccccc1)NC(=O)[C@@H](Cc1c[nH]c2ccccc12)NC(=O)[C@H](CC(N)=O)NC(=O)[C@@H](Cc1c(Cl)cccc1Cl)NC(=O)[C@@H]1CCCN1C(=O)[C@H](Cc1ccccn1)NC(=O)[C@@H]1CCCN1C(=O)[C@H](N)CCCCNC(=O)c1cccnc1)C(N)=O
  Glioma ERSR ind = -2%

> CC[C@H](C)[C@H](NC(=O)OCC1c2ccccc2-c2ccccc21)C(=O)O
  Glioma ERSR ind = -8%

> Cc1cc2c(nc1C)CCCN2C[C@@H](O)CN1CCN(C)CC1
  Glioma ERSR ind = -6%

> CC(C)NC[C@@H](O)COc1ccc(COCCOC(C)C)cc1
  Glioma ERSR ind = -1%&-2%

> O=C1[C@@H]2C[C@@H]3C[C@H]1C[C@@](O)(C3)C2
  Glioma ERSR ind = -4%

> CC(=O)OC[C@@H]1O[C@@H](O/N=C2/C[C@@H](O)[C@@H](O)[C@@H]3[C@H]4C(=O)N(c5ccc(F)cc5F)C(=O)[C@@H]4CC[C@@H]23)[C@H](OC(C)=O)[C@H](OC(C)=O)[C@@H]1OC(C)=O
  Glioma ERSR ind = -3%

> Cc1ccccc1Cc1nc2cccnc2n1C1CCN(C(=O)CC2NC(=O)c3ccccc32)CC1 (configuration not stated)
  Glioma ERSR ind = -6%

> CCCCCCCC1=CC2=CC(=O)C(C)(O)C(=O)C2=CN1CCCC (configuration not stated)
  Glioma ERSR ind = -5%

> CC(O)c1cccc2cc(C(O)CNC(C)(C)C)oc12 (configuration not stated)
  Glioma ERSR ind = -6%
